# Source: PubChem
# TcdB inh = TcdB glycohydrolase inhibition. P18177. TcdB glycohydrolase enzymatic assay, plate reader. inhibition, % at 9.99 µM. 350,000 compounds, 0.24% hits. AID 652162; in the data active means inhibition above about 10%
# SSB-PriA inh = inhibitors of Klebsiella pneumoniae PriA binding to SSB C-terminal tail. 430,000 compounds, 0.6% hits. inhibition, % at 33 µM. AlphaScreen SSBct-PriA binding, biotinylated peptide; in the data active means inhibition mostly above about 37%, no sharp cut-off; inactive means mostly below about 20%;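 further: plate controls were negative control peptide for no effect and reference peptide for full effect; strong numbers were not always called active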
# PfHsp40 rescue = rescue of PfHsp40-mediated yeast toxicity; 340,000 compounds, 0.68% hits; S. cerevisiae expressing PfHsp40, growth rescue, ATP luminescence; growth rescue, % at 12.5 µM; AID 504582; in the data active means growth rescue above about 28%, passing the limit was not always enough; inconclusive means no clear call, values can overlap the other calls;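 further: yeast W303a lacking pdr1 and pdr3 grown in galactose medium; growth measured after three days at 30 °C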
# PrPC TRFRET = cell surface PrPC inhibition, primary TR-FRET screen | P04156 | TR-FRET read-out | inhibition, % at 13.8 µM | AID 720596 | 370,000 compounds, 0.43% hits; in the data active means inhibition above about 24%; further: 0% = median of the test wells and 100% = reference compound wells
# Anthrax LF prot = blocks Bacillus anthracis lethal factor protease | multiplex microsphere protease cleavage assay, LF | inhibition, % at 10 µM | 360,000 compounds, 0.12% hits; further: plate controls were buffer without enzyme for full effect and enzyme alone for no effect
# Target sequence (P15917 whole entry, looked up): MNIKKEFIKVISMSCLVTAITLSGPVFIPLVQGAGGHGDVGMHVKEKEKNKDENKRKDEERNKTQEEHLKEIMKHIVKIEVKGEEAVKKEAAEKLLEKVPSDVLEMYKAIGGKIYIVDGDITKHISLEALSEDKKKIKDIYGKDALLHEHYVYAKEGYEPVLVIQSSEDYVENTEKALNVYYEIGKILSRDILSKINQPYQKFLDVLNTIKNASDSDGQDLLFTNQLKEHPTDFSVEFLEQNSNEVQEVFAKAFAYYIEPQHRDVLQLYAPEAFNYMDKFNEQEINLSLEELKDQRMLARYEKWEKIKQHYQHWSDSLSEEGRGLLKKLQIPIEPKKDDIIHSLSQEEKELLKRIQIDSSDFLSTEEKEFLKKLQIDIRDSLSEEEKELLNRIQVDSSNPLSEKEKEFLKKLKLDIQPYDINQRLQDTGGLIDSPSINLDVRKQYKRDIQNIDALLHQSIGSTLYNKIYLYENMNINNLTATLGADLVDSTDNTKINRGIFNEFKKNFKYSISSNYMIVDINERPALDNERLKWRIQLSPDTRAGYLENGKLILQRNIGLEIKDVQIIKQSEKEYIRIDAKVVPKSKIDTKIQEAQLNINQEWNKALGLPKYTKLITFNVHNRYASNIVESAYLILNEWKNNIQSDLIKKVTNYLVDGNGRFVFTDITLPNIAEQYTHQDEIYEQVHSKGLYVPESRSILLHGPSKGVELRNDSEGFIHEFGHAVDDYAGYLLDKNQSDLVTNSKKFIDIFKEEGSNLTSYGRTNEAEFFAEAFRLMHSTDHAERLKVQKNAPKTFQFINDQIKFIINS
# Yp Topo-I inh = inhibitors of Yersinia pestis topoisomerase I. 360,000 compounds, 0.064% hits. activity, % at 10 µM. AID 504884. Y. pestis Topo-I cleavage product accumulation, plate reader; in the data active means activity above about 50%, passing the limit was not always enough; inconclusive means no clear call, values can overlap the other calls; further: inactives centre near 2
# Vc quorum ag = quorum light induction in luxS cqsA deficient V. cholerae. 350,000 compounds, 0.16% hits. activation, % at 18.7 µM. AID 588436. V. cholerae BH1578 lux reporter, luminescence, 6 h; in the data active means activation mostly above about 9.7%, no sharp cut-off; inconclusive means no clear call, values can overlap the other calls; inactive means mostly below about 3.7%; further: not every result past the cut was called active; inactives centre near 0; reference of the scale not given here
# SARS 3CLpro inh = SARS-CoV 3CLpro protease inhibition; recombinant SARS-CoV 3CLpro, quenched FRET peptide cleavage; P0C6X7; inhibition, % at 6 µM; 290,000 compounds, 0.14% hits; AID 1706; in the data active means inhibition above about 12%
# BoNT A protease = inhibitors of Botulinum neurotoxin A light chain protease. 360,000 compounds, 0.17% hits. multiplex microsphere protease substrate cleavage, flow cytometry. inhibition, % at 10 µM; further: plate controls were buffer without enzyme for full effect and enzyme alone for no effect
# * = called active by the depositor; i = inactive; ? = inconclusive; . = not tested or not shown; & = joins results of further samples. Unless noted, no stated cut-off is given here; in the data, active means inhibition above about 30%; inconclusive means no clear call, values can overlap the other calls; inactive means below that. A portion of the library; rates above refer to the full screens.
SMILES,TcdB inh,SSB-PriA inh,PfHsp40 rescue,PrPC TRFRET,Anthrax LF prot,Yp Topo-I inh,Vc quorum ag,SARS 3CLpro inh,BoNT A protease
COc1oc(-c2ccc(Cl)cc2)nc1C(F)(F)F,.,-20,1.4,-2,-2,1,i,-4,0.1
Cc1ccc(Nc2nc(CSc3nnnn3-c3ccccc3)cs2)cc1,.,5,0.7,3,-17,-4,i,2,-0.1
O=[N+]([O-])c1ccc(N/N=C\c2ccccc2OCc2ccccc2)cc1,-0.4,.,-0.1,-4,1,-6,-0.3,2,0.1
Cc1ccc2nc3c(cc(C(=O)NCC4CCCO4)c(=N)n3C3CCCC3)c(=O)n2c1 (stereo not given),1.4,2,-0.3,-42,-1,3,-0.3,-8,-0.6
CC(C)COP(=O)(c1ccc(N(C)C)cc1)C(Nc1ccccc1)c1ccccc1 (stereo not given),.,-5,-0.8,-2,-1,-7,0.7,1,0.0
Cc1ccc(CN2C(=O)C(CC(C)C)Nc3ncnc(N4CCN(c5ccccn5)CC4)c32)cc1 (stereo not given),-0.3,4,1.5,1,-9,38,4.0,.,-0.6
O=S1(=O)N[C@H](c2ccccc2)C[C@H](c2ccc(C(F)(F)F)cc2)O1,1.7,-10,0.0,-5,-4,6,-8.3,6,-0.4
Cc1cc(Cl)ccc1-c1cc2nc(NCCCN(C)C)n(C)c(=O)c2s1,2.1,.,.,-4,-2,-4,-0.6,.,0.2
Cc1ccc(CNS(=O)(=O)NCc2ccccc2F)cc1,1.2,-3,-0.8,-3,0,4,-0.5,1,-0.4
Cc1ccc(C)c(-n2c(-c3csc(C)c3)n[nH]c2=S)c1,.,-16,0.0,-2,-13,4,-0.4,-1,9.0
CCOC(=O)c1c(C)c[nH]c1C,1.5,-16,-0.2,11,-8,3,-0.2,2,-2.0
Cn1c(NC(=O)c2ccccc2Br)cc(=O)n(C)c1=O,1.0,-17,0.5,-4,-2,6,-0.2,-2,-0.4
O=C(O)C1CCN(C(=O)c2cccc3ccccc23)CC1,-1.0,-1,2.4,5,0,-8,i,-6,1.2
CC1=NN(C(=O)COc2ccc(C)c(C)c2)C(O)(c2ccccc2)C1 (stereo not given),1.0,-3,-0.8,-1,0,18,-2.1,2,0.3
COc1cccc(-c2cc(C(=O)N3CCN(S(=O)(=O)c4ccc(Br)cc4)CC3)[nH]n2)c1,1.1,4,2.2,-6,3,7,-0.3,0,2.6

# Full records from above. Order of values: TcdB inh | SSB-PriA inh | PfHsp40 rescue | PrPC TRFRET | Anthrax LF prot | Yp Topo-I inh | Vc quorum ag | SARS 3CLpro inh | BoNT A protease
# Record of `CCOC(=O)c1c(C)c[nH]c1C` : 1.5 | -16 | -0.2 | 11 | -8 | 3 | -0.2 | 2 | -2.0
# Record of `COc1cccc(-c2cc(C(=O)N3CCN(S(=O)(=O)c4ccc(Br)cc4)CC3)[nH]n2)c1` : 1.1 | 4 | 2.2 | -6 | 3 | 7 | -0.3 | 0 | 2.6
# Record of `Cc1ccc(CNS(=O)(=O)NCc2ccccc2F)cc1` : 1.2 | -3 | -0.8 | -3 | 0 | 4 | -0.5 | 1 | -0.4
# Record of `O=S1(=O)N[C@H](c2ccccc2)C[C@H](c2ccc(C(F)(F)F)cc2)O1` : 1.7 | -10 | 0.0 | -5 | -4 | 6 | -8.3 | 6 | -0.4

# (list continues)
SMILES,TcdB inh,SSB-PriA inh,PfHsp40 rescue,PrPC TRFRET,Anthrax LF prot,Yp Topo-I inh,Vc quorum ag,SARS 3CLpro inh,BoNT A protease
C#CCOCCOCCOCCNc1nc(N2CCN(C(=O)Cn3cc(CCO)nn3)CC2)nc(N2CCN(C(=O)Cn3cc(CCCN=C(N)N)nn3)CC2)n1,0.0,-1,-0.2,-8,-8,6,i,.,-0.4
C=CCOc1ccc(-c2nc3c(c(=O)[nH]c(=O)n3CCC)n2CCCC)cc1,-9.5,-6,-0.5,9,-8,7,-0.3,0,-1.0
COc1ccc(S(=O)(=O)N(C)C)cc1NC(=O)CN1C(=O)NC2(CCCC2)C1=O,0.3,-10,0.7,1,-2,0,i,1,-1.5
CCc1ccc(OCc2n[nH]c(=S)n2Cc2ccccc2)cc1,-0.2,12,101*,10,-2,25,i,12,-0.3
Cc1cc2ncc(-c3ccc(Cl)cc3)c(N)n2n1,1.0,6,0.0,-6,4,-1,-0.1,5,3.1
CC(C)c1ccc(OCC(=O)NCc2ccccc2)cc1,2.9,-17,2.5,-3,.,7,-0.4,2,.
O=C(O)COc1cccc2ccccc12,.,-3,-0.6,-5,-2,3,i,1,0.3
COc1ccc(S(=O)(=O)NC2(C(F)(F)F)N=C3SCCN3C2=O)cc1 (stereo not given),.,-24,-1.0,-2,-3,-1,-0.3,-6,0.2
Cc1ccc(NC(=O)C2(C)CCN2C(=O)Cc2cc(F)ccc2F)cc1 (stereo not given),0.7,.,.,-3,-7,-3,4.3,.,0.2
CCN(CC)C(=O)CSc1nnc2nnc3cc(Cl)ccc3n12,-0.1,-5,-1.3,-62,13,2,-0.5,3,1.3
O=C(NCCN1CCCOC1=O)C(=O)NCCN1CCCOC1=O,-0.1,-1,-0.5,2,-3,4,i,3,0.7
Cc1cc(Cl)ccc1NC(=S)NCc1ccccc1Cl,.,-23,-0.5,2,-1,2,i,2,0.2
C/C(CC(=O)NCc1ccco1)=N\NC(=O)Cc1ccc(Cl)cc1,.,.,0.5,2,2,4,i,2,-0.4
Cc1cccc(N2CCN(CC(O)COc3ccc4ccccc4c3)CC2)c1 (stereo not given),7.2,-7,-1.1,2,-8,13,1.0,.,-0.3
C=CCOc1ccc(/C=C/C(=O)OCC(=O)NCC(=O)Nc2c(C)cc(C)cc2C)cc1,-0.2,-5,-0.5,-6,-5,16,i,.,0.5
O=c1[nH]cc(I)cc1I,1.3,-1,?,-6,-3,1,-0.6,2,-0.7
Cc1cccc(N(C(=O)c2ccc(CN3CCOCC3)o2)C(C(=O)NC2CCCCC2)c2ccc(F)cc2)c1 (stereo not given),.,-24,-1.7,3,-2,-9,.,-1,0.8
Cc1ccc(-n2cccc2/C=C2/NC(=O)N(CC(=O)Nc3cccc(C)c3)C2=O)cc1,0.6,-8,-1.4,-6,0,-4,i,2,0.3
NC(=O)c1c(N)sc2c1CCCC2,0.8,1,-1.7,1,1,10,5.9,-4,-0.4
CCCN(CCC)CCNC(=O)Cn1cc2c(n1)-c1c(oc(C(=O)N3CCCC3)c1C)CC2,-0.6,.,.,1,-4,8,-10,.,0.2
CCOC(=O)c1cccc(NC(=O)C2(S(=O)(=O)c3ccc(C)cc3)CC2)c1,.,-20,1.1,.,-2,17,-0.3,-5,-0.4
COc1ccc(N(CC(=O)Nc2ccc3c(c2)OCO3)S(=O)(=O)c2ccccc2)c(OC)c1,.,11,2.1,10,0,0,i,2,-0.4
COc1ccc(C(=O)N=C2SC3CS(=O)(=O)CC3N2Cc2ccc(OC)c(OC)c2)cc1 (stereo not given),0.1,-18,0.5,-7,0,37,-6.2,1,0.1
COc1ccc(-c2cc(NC=O)c3ncc(-c4ccc(OC)c(OC)c4)n3c2)c(OC)c1,0.5,.,.,2,-2,27,0.2,.,-0.2
CCOc1ccc(Nc2nc(C)cc(C)c2C#N)cc1,.,-13,-0.2,0,-2,-4,-5.0,0,-0.3
O=[N+]([O-])c1ccc(OCCN2CCCCCC2)cc1,0.0,-1,8.0,-13,-1,-3,-0.2,1,0.7
Cc1nnc(NC(=O)CSc2nccn2-c2ccc(F)cc2)s1,-2.3,0&7,-1.5,4,-1,3,-0.4,-8,-0.1
COc1ccccc1N(C)C(=O)c1cc(S(=O)(=O)N2CCc3ccccc32)cn1C,5.0,-1,1.5,2,4,32,1.3,-4,-0.3
Cc1cccc(S(=O)(=O)N(C)C[C@H]2OCc3cnnn3CCCC(=O)N([C@H](C)CO)C[C@@H]2C)c1,1.0&-2.0,.,.,-2,-2,6,-2.4,.,-0.1
CC(C)OP(=O)(OC(C)C)C(O)c1cccnc1 (stereo not given),.,-5,0.5,-2,3,1,-0.2,3,0.7
CC1(C)Cc2c(cnn2-c2ccccc2)C(=O)/C1=N\NC(=O)c1ccccc1N,.,.,0.4,-4,-5,-11,-0.3,4,-0.4
N/N=c1\sc2ccccc2n1-c1ccccc1,-0.4,.,-0.3,-1,0,5,-0.4,10,0.5
O=C(C1CCCO1)N1CCN(C(=S)Nc2ccccc2C(F)(F)F)CC1 (stereo not given),.,9,-2.8,-8,-2,3,-0.2,0,-0.7
O=C(Cn1cnc2c(NCc3ccccc3)ncnc21)NCCCN1CCCC1=O,0.6,-9,-0.3,-3,-4,1,i,.,-0.4
COc1ccc(-c2ncncc2-c2ccc(OC)c(OC)c2)c(O)c1,-0.4,2,-0.7,-8,-14,-6,i,2,-3.9
O=S(=O)(Cc1ccccc1)Nn1cnnc1,1.8,3,0.4,1,0,-1,-0.2,-3,-0.5
CC1CC1c1ccc(/C=C(\C#N)C(=O)Nc2ccc(Cl)cc2Cl)o1 (stereo not given),.,-32,-1.2,1,3,3,-0.3,-1,0.3
COC(c1ccccc1)c1nnc(CCC(=O)N2CCN(Cc3cccs3)CC2)o1 (stereo not given),1.9,-5,0.8,-7,0,1,-1.5,-5,-0.2
CCc1ccc(S(=O)(=O)NCc2ccc(C(=O)NCCN(Cc3ccccc3)C(C)C)cc2)cc1,-2.7,.,.,-8,-1,27,i,.,-0.3
CC1CC2(C)C(CCC3C2CCC2(C)C(OP(=O)(N4CC4)N4CC4)CCC32)CC1=O (stereo not given),0.8,-2,-0.8,-5,-2,9,-1.1,.,0.1
COc1cccc(CNC(=O)Cn2ccc3cc(S(=O)(=O)N4CCCCCC4)ccc32)c1,0.7,-10,2.3,8,0,40,-0.3,4,5.8
O=C(CCCCCn1c(=S)[nH]c2ccsc2c1=O)NC1CCCCC1,1.2,-26,0.5,9,-3,-8,i,-1,0.1
O=C(Nc1ccccc1)Nc1ccc(C(F)(F)F)cn1,1.2,-6,-0.7,-1,3,0,-0.5,3,-0.8
O=C(NC1CC1)C1CC(=O)N(c2ccccc2)C1 (stereo not given),-0.1,-8,-1.3,-2,1,4,-0.4,-2,-0.3
Cc1c(NC(=O)CSc2nnnn2-c2ccc(F)cc2)c(=O)n(-c2ccccc2)n1C,-1.8,-2,0.5,2,-2,7,-1.3,6,-0.4
Cc1ccc(S(=O)(=O)Nc2ccc(NC(=O)c3ccc(F)cc3)cc2)cc1,-0.4,-14,-1.1,4,5,-1,-0.3,2,-0.1
Cc1ccc(S(=O)(=O)NC[C@H]2O[C@@H](n3cnc4c(N)ncnc43)[C@H](O)[C@@H]2O)cc1,0.2,.,.,0,-2,.,.,.,-0.8
O=C1N[C@@H](Cc2ccccc2)C(=O)N2[C@@H]3N(S(=O)(=O)c4ccc(F)cc4)c4ccccc4[C@]3(Br)C[C@@H]12,.,-13,0.1,9,-1,24,-5.9,.,-0.2
COC(=O)c1ccccc1NC(=O)COC(=O)CSc1nnc(N)s1,0.7,6,-0.6,-3,-7,10,1.9,0,-0.5
COCCCN(Cc1ccco1)C(=O)Cn1ncc2c([nH]c3ccccc32)c1=O,-0.7,1,0.0,-4,1,23,i,-1,2.1
Cn1c(C(=O)OC(C(=O)NC2CCCCC2)c2ccncc2)cc2sccc21 (stereo not given),1.2,-1,1.1,0,1,3,1.5,-3,-0.3
O=C(NCc1ccccc1)c1ccc2c(c1)C(=O)N(CC1CCCO1)C2=O (stereo not given),.,-19,-0.1,-3,2,0,2.1,5,0.0
O=C(CN1CCN(S(=O)(=O)c2cccc(Br)c2)CC1)NCCc1cccs1,-8.5,-9,0.6,-4,-2,33,-1.1,.,-0.2
CS(=O)(=O)Nc1nnc(C2CCCC2)s1,1.2,-13,-0.2,3,0,7,-0.2,-4,-0.4
CC(C)N(Cc1nc(-c2ccc(Cl)cc2)no1)C(=O)/C=C/c1ccccc1,.,-7,1.6,-1,-4,3,-0.4,3,1.9
O=[N+]([O-])c1cc(F)c(N2CCCC2)cc1Br,-0.8,3,1.8,3,-9,7,-0.4,3,-14
